Source: PubChem BioAssay
influenza NS1A: H1N1 influenza NS1A inhibitors, functional cell based assay (AID 504329); hit rate 0.3% among 340,000; NS1A functional cell-based assay, percent inhibition; higher % means a stronger effect; inhibition, % at 12.5 µM; hits with a dose series show IC50 in µM; in the data active = a potency from the dose series; inconclusive = inhibition above about 27% without an active follow-up result; also: strong numbers were not always called active
PhoP GFP inhibition: PhoP regulon inhibitors, Salmonella typhi PhoP promoter GFP reporter, confirmatory (AID 1850); Salmonella Typhi PhoP-promoter GFP reporter, fluorescence, 4 h; higher % means a stronger effect; hit rate 0.33% among 310,000; inhibition, % at 50 µM; hits with a dose series show IC50 in µM; in the data active = a potency from the dose series; inconclusive = inhibition mostly from about 25% at the one dose, without a potency; inactive = the rest, 99 in 100 with inhibition below about 19%;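 also: 0% = induced wells with vehicle and 100% = uninduced wells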
M. tuberculosis: growth inhibition of non-replicating M. tuberculosis (AID 488890); Mycobacterium tuberculosis non-replicating, growth inhibition; higher % means a stronger effect; one-dose inhibition, % at 25 µM; IC50 in µM for titrated hits; hit rate 0.39% among 320,000; in the data active = a potency from the dose series; inconclusive = inhibition mostly from about 82% at the one dose, without a potency; inactive = the rest, 99 in 100 with inhibition below about 76%;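 also: plate controls were DMSO cells for no effect and high antibiotic wells for full effect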
M. tuberculosis HTS: M. tuberculosis growth inhibition, HTS (AID 449762); M. tuberculosis H37Rv growth inhibition, 7H9 media; higher % means a stronger effect; hit rate 0.59% among 330,000; one-dose inhibition, % at 25 µM; IC50 in µM for titrated hits; in the data active = a potency from the dose series; inconclusive = inhibition above about 70% without an active follow-up result;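 also: bacterial growth assessed after seven days of incubation; strong numbers were not always called active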
VEEV TC-83 Vero: inhibitors of VEEV TC-83 cytopathic effect, confirmation, Vero cells (AID 588727). hit rate 0.13% among 350,000. one-dose inhibition, % at 20 µM; IC50 in µM for titrated hits. Vero cells, VEEV TC-83 cytopathic effect inhibition; higher % means a stronger effect; in the data active = a potency from the dose series; inconclusive = inhibition mostly from about 14% at the one dose, without a potency; inactive = the rest, 99 in 100 with inhibition below about 12%; also: strong numbers were not always called active
VEEV TC-83 Vero 10K pilot screen: second read-out of VEEV TC-83 Vero, no call of its own (marks repeat the call); inhibition, %; measured here: 10K pilot screen inhibition
The depositor's hits bear a star.

A first look:
CCOC(=O)N1CCN(S(=O)(=O)c2cc(-c3nn4c(C)nnc4c4ccccc34)ccc2C)CC1 was read as influenza NS1A 5.1%, PhoP GFP inhibition -0.4%, M. tuberculosis 5.9%, M. tuberculosis HTS 3.5% and VEEV TC-83 Vero 5.0%.
CC(=O)Nc1ccc(NC(=O)c2cccc3c2-c2ccccc2C3=O)cc1 was read as influenza NS1A 3.9%, PhoP GFP inhibition -10.0%, M. tuberculosis 1.1%, M. tuberculosis HTS 1.4% and VEEV TC-83 Vero 0.9%.
For CCC(=O)NC(Nc1sc2c(c1C(=O)OC)CCCC2)(C(F)(F)F)C(F)(F)F the results were influenza NS1A 0.4%, PhoP GFP inhibition -0.4%, M. tuberculosis 0.1%, M. tuberculosis HTS -4.3% and VEEV TC-83 Vero inactive.
COC(=O)c1ccccc1OCCCN(C)C was read as influenza NS1A -9.6%, PhoP GFP inhibition 8.7%, M. tuberculosis 8.3%, M. tuberculosis HTS 1.9% and VEEV TC-83 Vero 0.7%.

Results (from the top)
CCOC(=O)N1CCN(S(=O)(=O)c2cc(-c3nn4c(C)nnc4c4ccccc34)ccc2C)CC1 was read as influenza NS1A 5.1%, PhoP GFP inhibition -0.4%, M. tuberculosis 5.9%, M. tuberculosis HTS 3.5% and VEEV TC-83 Vero 5.0%.
CC(=O)Nc1ccc(NC(=O)c2cccc3c2-c2ccccc2C3=O)cc1 was read as influenza NS1A 3.9%, PhoP GFP inhibition -10.0%, M. tuberculosis 1.1%, M. tuberculosis HTS 1.4% and VEEV TC-83 Vero 0.9%.
For CCC(=O)NC(Nc1sc2c(c1C(=O)OC)CCCC2)(C(F)(F)F)C(F)(F)F the results were influenza NS1A 0.4%, PhoP GFP inhibition -0.4%, M. tuberculosis 0.1%, M. tuberculosis HTS -4.3% and VEEV TC-83 Vero inactive.
COC(=O)c1ccccc1OCCCN(C)C was read as influenza NS1A -9.6%, PhoP GFP inhibition 8.7%, M. tuberculosis 8.3%, M. tuberculosis HTS 1.9% and VEEV TC-83 Vero 0.7%.
Clc1ccccc1-c1nn2c(-c3ccccn3)nnc2s1 was read as influenza NS1A 5.4%, PhoP GFP inhibition -1.7%, M. tuberculosis -0.4%, M. tuberculosis HTS -0.6% and VEEV TC-83 Vero 1.5%.
Screening Cc1cc2ccccn2c1C(=O)c1ccc(S(=O)(=O)N(C)C)cc1 returned influenza NS1A -4.1%, PhoP GFP inhibition 2.4%, M. tuberculosis 5.9%, M. tuberculosis HTS -8.1% and VEEV TC-83 Vero 2.7%.
O=C(CSc1nncn1-c1cccnc1)Nc1cccc(C(F)(F)F)c1 was read as influenza NS1A 1.2%, PhoP GFP inhibition 8.9%, M. tuberculosis 8.9%, M. tuberculosis HTS -8.2% and VEEV TC-83 Vero 2.4%.
`Cc1c(NC(=O)C(C)OC(=O)c2ncc(Cl)c(Cl)c2Cl)c(=O)n(-c2ccccc2)n1C` (stereo not drawn) gave influenza NS1A -2.1%, PhoP GFP inhibition -0.8%, M. tuberculosis -4.2%, M. tuberculosis HTS 0.5% and VEEV TC-83 Vero 2.4%.
`Cc1ccc(S(=O)(=O)NCC(=O)OCC(=O)c2ccc(Br)s2)cc1` gave influenza NS1A -1.7%, PhoP GFP inhibition -5.9%, M. tuberculosis -18.3%, M. tuberculosis HTS 3.5% and VEEV TC-83 Vero 0.9%.
Cn1cnnc1SCC(=O)c1cc2ccccc2o1 was read as influenza NS1A 7.4%, PhoP GFP inhibition -8.6%, M. tuberculosis 2.3%, M. tuberculosis HTS 3.2% and VEEV TC-83 Vero 0.4%.
Screening O=C(NCC(c1cccnc1)N1CCN(c2ccccc2F)CC1)c1cccc(Cl)c1 (stereo not drawn) returned influenza NS1A 3.6%, PhoP GFP inhibition -0.3%, M. tuberculosis 21.3%, M. tuberculosis HTS -1.8% and VEEV TC-83 Vero 4.0%.
Screening O=C(NCC1CCOCC1)c1cc(COc2ccc(F)cc2F)on1 returned influenza NS1A 7.6%, PhoP GFP inhibition 4.5%, M. tuberculosis 1.6%, M. tuberculosis HTS 3.2% and VEEV TC-83 Vero 2.1%.
Screening CC(C)c1csc(CN2CCN(Cc3ccccc3)C(CCO)C2)n1 (stereo not drawn) returned influenza NS1A -2.6%, PhoP GFP inhibition -3.7%, M. tuberculosis -1.1%, M. tuberculosis HTS -0.2% and VEEV TC-83 Vero 1.4%.
`Cc1cc(C(C)(C)C)cc(C)c1S(=O)(=O)N1CC(=O)Nc2ccccc21` gave influenza NS1A 9.2%, PhoP GFP inhibition 9.2%, M. tuberculosis 15.8%, M. tuberculosis HTS -2.6% and VEEV TC-83 Vero 3.9%.
For O=C(COC(=O)c1ccc(F)cc1)NCC1COc2ccccc2O1 (stereo not drawn) the results were influenza NS1A -4.1%, M. tuberculosis 54.4%, M. tuberculosis HTS -0.2% and VEEV TC-83 Vero inactive.
`Cc1ccccc1OC(=O)C1C(c2ccccc2)C(C(=O)O)C1c1ccccc1` (stereo not drawn) gave influenza NS1A -7.4%, PhoP GFP inhibition -2.9%, M. tuberculosis 22.9%, M. tuberculosis HTS -5.0% and VEEV TC-83 Vero inactive.
`COc1cc(C)nc(Oc2ccc(OCCOc3ccc(C)cc3)nn2)n1` gave influenza NS1A -21.6%, PhoP GFP inhibition -5.4%, M. tuberculosis 2.2%, M. tuberculosis HTS -1.2% and VEEV TC-83 Vero 3.4%.
For O=C(OCn1nnc2ccccc2c1=O)C12CC3CC(CC(O)(C3)C1)C2 the results were influenza NS1A -2.0%, PhoP GFP inhibition -13.3%, M. tuberculosis 0.1%, M. tuberculosis HTS -8.2% and VEEV TC-83 Vero 0.3%.
`COc1ccc2c(CC(=O)OCC(=O)NC(N)=O)coc2c1` gave influenza NS1A 10.9%, PhoP GFP inhibition -3.5%, M. tuberculosis 1.2%, M. tuberculosis HTS 2.2% and VEEV TC-83 Vero 0.3%.
Nc1c(C(=O)CSc2nnnn2-c2ccccc2)c(=O)[nH]c(=O)n1C1CC1 was read as influenza NS1A -17.3%, M. tuberculosis -7.4%, M. tuberculosis HTS 1.5% and VEEV TC-83 Vero 0.4%.
`CCOC(=O)CC(NC(=O)C1c2ccccc2Oc2ccccc21)c1ccccc1Cl` (stereo not drawn) gave influenza NS1A -0.5%, PhoP GFP inhibition -1.0%, M. tuberculosis -6.0%, M. tuberculosis HTS -6.7% and VEEV TC-83 Vero 1.5%.
Screening C=CCNC(=O)CC1C(=O)NCCN1Cc1ccc(-c2ccccc2)cc1 (stereo not drawn) returned influenza NS1A 11.5%, PhoP GFP inhibition -1.3%, M. tuberculosis 13.8%, M. tuberculosis HTS -5.3% and VEEV TC-83 Vero inactive.
CCN(CC)CCCNC(=O)Cn1ncc2c(=O)oc3ccc(C)cc3c21 was read as influenza NS1A -5.8%, PhoP GFP inhibition -1.9%, M. tuberculosis -19.7%, M. tuberculosis HTS -3.5% and VEEV TC-83 Vero 0.5%.
For COc1ccccc1/C=C/C(=O)NCc1ccccn1 the results were influenza NS1A -10.4%, PhoP GFP inhibition -3.9%, M. tuberculosis inconclusive, M. tuberculosis HTS 0.8% and VEEV TC-83 Vero inactive.
CCOC(=O)c1ccc(NC(=S)N2CCCC(C)C2)cc1 (stereo not drawn) was read as influenza NS1A 3.6%, PhoP GFP inhibition 4.9%, M. tuberculosis 37.8%, M. tuberculosis HTS 52.2% and VEEV TC-83 Vero 1.5%.
Screening COc1ccc(C(=O)NCC(=O)OCC(=O)c2ccc(Cl)cc2)cc1OC returned influenza NS1A -1.6%, PhoP GFP inhibition -12.5%, M. tuberculosis 38.4%, M. tuberculosis HTS 2.3% and VEEV TC-83 Vero 0.2%.
COc1cc(NC(=O)C[n+]2ccc(C(=O)c3ccccc3)cc2)cc(OC)c1 was read as influenza NS1A -1.9%, M. tuberculosis 30.8%, M. tuberculosis HTS -7.8% and VEEV TC-83 Vero 1.5%.
For O=C(N/C(=C\c1ccco1)C(=O)N1CCOCC1)c1ccc([N+](=O)[O-])cc1 the results were influenza NS1A -6.6%, PhoP GFP inhibition 3.6%, M. tuberculosis 4.3%, M. tuberculosis HTS 5.3% and VEEV TC-83 Vero inactive.
For Cc1ccc(NC(=O)CN2CCc3ccccc3C2)cc1F the results were influenza NS1A -4.0%, PhoP GFP inhibition -24.1%, M. tuberculosis 67.2%, M. tuberculosis HTS 10.7% and VEEV TC-83 Vero 0.3%.
`CNC(=O)c1c(C)nn(-c2ccc(F)c(Cl)c2)c1-c1cc(C)on1` gave PhoP GFP inhibition 5.0%, M. tuberculosis -3.8%, M. tuberculosis HTS 3.2% and VEEV TC-83 Vero inactive.
`Cc1cccc(NC(=O)COC(=O)c2ccc3c(=O)n4c(nc3c2)CCC4)c1` gave influenza NS1A -2.1%, PhoP GFP inhibition -6.6%, M. tuberculosis 22.6%, M. tuberculosis HTS 0.3% and VEEV TC-83 Vero inactive.
For CN(C(=O)c1cccc(NC(=O)Cc2ccc(NC(=O)C3CCCN(C(=O)C4CCC4)C3)cc2)c1)C1CCCCC1 (stereo not drawn) the results were influenza NS1A -16.8% and VEEV TC-83 Vero 5.8%.
`O=C(N/N=C/c1cccnc1)c1ccc(S(=O)(=O)N2CCCCCC2)cc1` gave influenza NS1A 9.5%, PhoP GFP inhibition -4.1%, M. tuberculosis 3.1%, M. tuberculosis HTS 1.2% and VEEV TC-83 Vero 6.7%.
Screening O=S1(=O)CCC(NCC2CCCO2)C1 (stereo not drawn) returned influenza NS1A -1.3%, PhoP GFP inhibition 5.9%, M. tuberculosis -16.3%, M. tuberculosis HTS -7.8% and VEEV TC-83 Vero 2.0%.
Screening COc1ccc(CNC(=O)CSc2nnc3c(n2)[nH]c2ccccc23)cc1 returned influenza NS1A 0.2%, PhoP GFP inhibition -2.4%, M. tuberculosis 6.2%, M. tuberculosis HTS 4.8% and VEEV TC-83 Vero 2.0%.
COc1cccc(NC(=O)Nc2ccc(Cc3ccncc3)cc2)c1 was read as influenza NS1A -0.6%, PhoP GFP inhibition 17.9%, M. tuberculosis 74.9%, M. tuberculosis HTS 7.8% and VEEV TC-83 Vero 1.7%.
COc1ccc(OC)c(-n2nnnc2SCC(=O)N2CCN(C(=O)c3ccco3)CC2)c1 was read as influenza NS1A -3.3%, PhoP GFP inhibition 5.7%, M. tuberculosis 11.9%, M. tuberculosis HTS -3.4% and VEEV TC-83 Vero 0.3%.
C[C@@H]1ON(C)[C@H]2C[C@H]3c4cc(N5CCN(C)CC5)ccc4CCN3C(=O)[C@@H]12 was read as influenza NS1A -2.4% and VEEV TC-83 Vero 0.1%.
Screening COc1ccc(CC(=O)Oc2ccc(Cl)cc2Br)cc1S(=O)(=O)N1CCOCC1 returned influenza NS1A 0.0%, PhoP GFP inhibition -4.9%, M. tuberculosis -10.7%, M. tuberculosis HTS -0.4% and VEEV TC-83 Vero 3.0%.
Cc1occc1C(=O)NNC(=S)NCC(C)C was read as influenza NS1A 18.3%, PhoP GFP inhibition -20.6%, M. tuberculosis -29.7%, M. tuberculosis HTS -11.0% and VEEV TC-83 Vero 1.0%.
For O=C(CC1OC(=O)c2ccccc21)NC1CCCCC1 (stereo not drawn) the results were influenza NS1A 1.0%, PhoP GFP inhibition 7.8%, M. tuberculosis -0.1%, M. tuberculosis HTS 2.7% and VEEV TC-83 Vero 1.9%.
`O=C(c1ccccc1)N1CCCOC1c1ccccc1` (stereo not drawn) gave influenza NS1A -0.1%, PhoP GFP inhibition 13.6%, M. tuberculosis 3.1%, M. tuberculosis HTS -6.6%, VEEV TC-83 Vero 0.8% and VEEV TC-83 Vero 10K pilot screen 1.3.
Screening Cc1ccc(C2=NNC(=O)C(c3ccc(Cl)cc3)C2)cc1 (stereo not drawn) returned influenza NS1A 2.0%, PhoP GFP inhibition -3.1%, M. tuberculosis 23.0%, M. tuberculosis HTS 3.2% and VEEV TC-83 Vero 1.8%.
COc1cccc(/C=N/n2c(COc3ccccc3)n[nH]c2=S)c1 was read as influenza NS1A 0.5%, PhoP GFP inhibition -1.7%, M. tuberculosis -5.3%, M. tuberculosis HTS 0.1% and VEEV TC-83 Vero 1.8%.
Screening COc1cccc(C2C(C(N)=O)=C(C)Nc3nc(CCCO)nn32)c1OC (stereo not drawn) returned influenza NS1A 2.2%, PhoP GFP inhibition -4.6%, M. tuberculosis -26.3%, M. tuberculosis HTS -10.4% and VEEV TC-83 Vero 0.0%.
For CC[n+]1c(/C=C2\C=C(C)CC(C)C2)sc2ccccc21 (stereo not drawn) the results were influenza NS1A -21.3%, PhoP GFP inhibition -5.6%, M. tuberculosis inconclusive, M. tuberculosis HTS 46.4% and VEEV TC-83 Vero inactive.
